Tb PFK block: inhibitors of T. brucei phosphofructokinase. O15648. T. brucei PFK, ADP-Glo luminescence. Potency, µM (titrated, usually from 57.5 µM), for inactives: at the top dose activity, negative = inhibition, actives largely listed as inhibitors. hit rate 0.17% among 330,000;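 note: potency is the fitted concentration of half-maximal effect; 0% = uninhibited 1x PFK enzyme wells and -100% = no-enzyme wells; nearly all actives have a fitted effect of over 60% in size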
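Activity is normalized to no-enzyme wells (full inhibition) and 1.25 nM enzyme wells (no inhibition). Reaction: 0.5 mM F6P, 0.1 mM ATP, 45 min RT, ADP-Glo luminescence; concentration-response curves fitted and classed by quality.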
RORgamma inh: inhibitors of mouse ROR gamma transcriptional activity; hit rate 5.4% among 310,000; AID 2551; Potency, µM (doses to about 53.6 µM), inactives show at the top dose activity change, negative = inhibition, hits mostly inhibitors; Drosophila S2 Gal4-RORgamma UAS-luciferase reporter, 20 h; P51450; note: potency is the fitted concentration of half-maximal effect; % is set by controls: 0 for no effect and ±100 for the full control effect; nearly all actives have a fitted effect of over 60% in size
Target sequence (P51450 whole entry, looked up, the tested form may be a part): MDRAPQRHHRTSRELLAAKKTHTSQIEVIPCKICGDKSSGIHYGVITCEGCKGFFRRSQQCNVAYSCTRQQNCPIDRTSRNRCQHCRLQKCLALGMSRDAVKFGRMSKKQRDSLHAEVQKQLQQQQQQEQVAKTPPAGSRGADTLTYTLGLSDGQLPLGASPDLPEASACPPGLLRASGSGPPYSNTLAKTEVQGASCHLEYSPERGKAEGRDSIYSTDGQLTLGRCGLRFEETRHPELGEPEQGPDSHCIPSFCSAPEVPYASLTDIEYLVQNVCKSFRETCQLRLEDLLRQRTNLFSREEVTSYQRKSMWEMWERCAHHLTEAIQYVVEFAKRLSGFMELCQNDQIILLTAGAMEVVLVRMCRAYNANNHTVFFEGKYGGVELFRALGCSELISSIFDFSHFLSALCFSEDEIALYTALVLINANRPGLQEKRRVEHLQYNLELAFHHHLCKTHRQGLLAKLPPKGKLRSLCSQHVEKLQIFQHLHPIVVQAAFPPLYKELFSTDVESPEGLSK
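ROR gamma transcriptional activity was tracked as Gal4-UAS luciferase output in stably transfected Drosophila Schneider cells, with compound added 1 hr before 700 uM copper sulfate induction and a 20 hr ambient-temperature incubation.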
uPA generation: inhibitors of cell surface uPA generation | cell surface uPA generation assay, qHTS | Potency, µM (series often up to 38.3 µM), for the others: at the highest dose activity change, negative = inhibition, actives largely listed as inhibitors | hit rate 0.31% among 330,000; active = well fitted inhibition curve with a large enough effect; inconclusive = small, poorly fitted or top-dose-only effect; inactive = no such curve, though single readings can be large or run the other way; tested in mouse RAW 264.7 cells; note: potency is the fitted concentration of half-maximal effect; % is set by controls: 0 for no effect and ±100 for the full control effect; nearly all actives have a fitted effect of over 55% in size
Gal4-VP16 FLuc: inhibits Gal4-VP16 luciferase reporter, ROR gamma counter-screen. Drosophila S2 Gal4-VP16 UAS-luciferase, luminescence, 20 h. Potency, µM (titrated, usually from 53.6 µM), for inactives: at the highest dose activity, negative = inhibition, most hits filed as inhibitors. hit rate 3.5% among 310,000;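 note: Gal4-VP16 expression switched on by copper sulfate through the metallothionein promoter; potency is the fitted concentration of half-maximal effect; % is set by controls: 0 for no effect and ±100 for the full control effect; nearly all actives have a fitted effect of over 50% in size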
NPC1 prom act: activators of NPC1 promoter; Huh7 NPC1 promoter luciferase reporter, 24 h; Potency, µM (series often up to 9.22 µM), for inactives: at the highest dose activation, hits mostly activators; hit rate 2.4% among 320,000; AID 485313;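 note: potency is the fitted concentration of half-maximal effect; % of control where 0% means no effect; nearly all actives have a fitted effect of over 60% in size; reporter is driven by a mutant NPC1 promoter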
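Luminescence from an NPC1 promoter-driven luciferase reporter in stably transfected Huh7 cells was measured after 24 h compound treatment at 37 °C, followed by 10 min ambient incubation with luciferase detection reagent.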
FBPA coupling cs: coupling enzyme interference in Giardia aldolase counter-screen. activity change, negative = inhibition, % at 58.2 µM, hits read low. coupling enzyme system counterscreen, AmpLite Red fluorescence. hit rate 0.67% among 290,000; in the data active = activity change below about -30%; note: % is set by controls: 0 for no effect and ±100 for the full control effect
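Compounds tested against the coupling enzymes alone at 57.5 uM final; readout was AmpLite Red fluorescence (525/598 nm) after 20 min at RT.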
FLuc modulator: inhibits or activates purified firefly luciferase, miR-21 counter-screen | purified FLuc, Km substrates, luminescence inhibition | Potency, µM (titrated, usually from 57.5 µM), inactives show at the highest dose activity change, negative = inhibition, usual class: inhibitors | hit rate 6.9% among 360,000;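 note: potency is the fitted concentration of half-maximal effect; plate controls were vehicle for no effect and reference inhibitor for full effect; nearly all actives have a fitted effect of over 55% in size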
Target sequence (P08659 whole entry, looked up): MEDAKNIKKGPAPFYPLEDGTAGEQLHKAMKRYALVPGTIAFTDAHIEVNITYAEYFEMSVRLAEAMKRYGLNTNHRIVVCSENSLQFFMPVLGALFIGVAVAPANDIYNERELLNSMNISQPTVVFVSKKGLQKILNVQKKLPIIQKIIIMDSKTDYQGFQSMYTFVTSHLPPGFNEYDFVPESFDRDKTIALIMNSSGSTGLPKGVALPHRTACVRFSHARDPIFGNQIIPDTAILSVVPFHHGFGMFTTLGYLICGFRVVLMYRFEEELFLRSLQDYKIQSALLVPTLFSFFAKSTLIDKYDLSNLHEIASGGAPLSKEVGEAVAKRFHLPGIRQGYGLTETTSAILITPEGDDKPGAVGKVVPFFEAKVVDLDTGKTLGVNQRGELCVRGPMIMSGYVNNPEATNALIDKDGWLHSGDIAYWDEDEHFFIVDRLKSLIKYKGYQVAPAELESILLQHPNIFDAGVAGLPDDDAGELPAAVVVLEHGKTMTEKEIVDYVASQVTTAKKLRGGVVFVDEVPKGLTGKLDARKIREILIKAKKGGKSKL
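Purified P. pyralis luciferase, 10 nM final, with Km-level 10 uM D-luciferin and 10 uM ATP in 50 mM Tris acetate pH 7.5, 10 mM Mg acetate, 0.01% Tween-20, 0.05% BSA; 6-point qHTS titration about 60 µM downward; luminescence read.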
Giardia killer: kills Giardia lamblia | Giardia lamblia trophozoite viability | activity change, % at 7.66 µM, hits read low | AID 540267 | hit rate 0.15% among 340,000; in the data active = activity change below about -80%; inconclusive = between about -30% and that limit;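 note: parasites exposed to compound for two days anaerobically before the ATP read; % is set by controls: 0 for no effect and ±100 for the full control effect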
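Viability, read as ATP luminescence: trophozoites at 100 cells/well, compound added, 48 hrs anaerobic at 37 deg C, then 15-30 min room-temperature development before reading.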
Rab9 promoter act: Rab9 promoter activation; Huh7 Rab9 promoter-luciferase reporter, luminescence, 24 h; hit rate 2.8% among 320,000; Potency, µM (doses to about 9.22 µM), for inactives: at the highest dose activation, negative = inhibition, most hits filed as activators; note: potency is the fitted concentration of half-maximal effect; % of control where 0% means no effect; nearly all actives have a fitted effect of over 60% in size
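Huh7 cells stably carrying a Rab9 promoter-luciferase reporter, 1500 cells per well in OP-MEM I with 10% FBS, treated with compound 24 hours at 37C. Luciferase activity read by luminescence after 10 minutes with Amplite reagent.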
KCNH2 3.1 inh: KCNH2 3.1 (human) potassium channel inhibition | U2OS KCNH2 3.1, thallium flux FluxOr; hits give low values | AID 720553 | activity change, % (tested at about 1.8 µM) | hit rate 0.95% among 340,000;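 active = maximum activity change below -70%; inconclusive = maximum activity change from -70% to -50%; inactive = maximum activity change above -50%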;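 note: thallium influx rate constant from kinetic fluorescence after stimulation buffer; % is set by controls: 0 for no effect and ±100 for the full control effect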
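U2OS cells transduced with KCNH2 3.1 mutant virus (1.77 x 10^8 /mL, 4 h), plated overnight at 37 C, loaded 45 min with FluxOr dye plus Red40 quencher. Thallium flux rate constant from kinetic reads after stimulation buffer, normalised to controls.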
ELG1 genotox: induces genotoxicity in HEK293T cells with luciferase-tagged ELG1; hit rate 1.3% among 330,000; HEK293T ELG1-luciferase reporter, luminescence, 16 h; Potency, µM (top dose mostly 46 µM), without a hit: at the highest dose activity change, positive = activation, usual class: activators; note: potency is the fitted concentration of half-maximal effect; % of control where 0% means no effect; nearly all actives have a fitted effect of over 60% in size
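ELG1-luciferase HEK293T cells, 2,000/well; compound pinned in; 16 hr, 37 °C, 5% CO2; ONE-Glo, 30 min RT; luminescence on CCD imager.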
The depositor's hits bear a star; u = inconclusive; x = not tested or not shown; & = joins results of further samples; [ ] = dose if it differs, or a comment. Unless noted, calls come from the whole dose curve; as a rule, active = well fitted curve in the direction sought with a large enough effect; inconclusive = small, poorly fitted or top-dose-only effect, or another doubt; inactive = no such curve, though single readings can be large; an effect the other way counts as inactive or inconclusive.

entry	Molecule	Tb PFK block	RORgamma inh	uPA generation	Gal4-VP16 FLuc	NPC1 prom act	FBPA coupling cs
1	CCn1nnnc1-c1ccc(OC)c(S(=O)(=O)Nc2ccc(C(=O)OC)cc2)c1	16%	20%	-2%	17%	2%	2
2	COC(=O)[C@]1(Cc2ccccc2)N[C@H](CN(C)S(=O)(=O)c2ccc(F)cc2)[C@@H]2C(=O)N(C)C(=O)[C@@H]21	3%	x	-1%	x	x	x
3	Cc1ccc(S(=O)(=O)N(CC(=O)NCc2ccc(F)cc2)C(=O)N2CCN(C)CC2)cc1	-2%	x	5%	x	1%	x
4	CCCC(=O)Nc1ccc(C(N)=O)cc1	2%	-14%	-2%	-7%	3%	1
5	Cc1ccc2c(CC(=O)Nc3sccc3C(N)=O)coc2c1	8%	18%	-9%	18%	2µM*	0
6	CC(C)C[C@@H](CN1C(=O)C(=O)NC[C@@H]1CC(C)C)NC(=O)Cc1ccccc1	-4%	x	-2%	x	x	x
7	CCOC(=O)c1csc(NC(=O)c2cc(-c3ccccn3)nc3ccccc23)n1	0%	x	4%	x	x	x
8	CCOC(=O)C(Cc1ccc(O)cc1)NC(=O)CNC(=O)C(CC(C)C)NC(=O)OC(C)(C)C (stereo not given)	2%	19%	-1%	-3%	-1%	4
9	CCCCN(CCCC)C(=O)/C=C/c1cccc([N+](=O)[O-])c1	1%	u	3%	u	0%	2
10	N#CC1=C2N=C(N)c3ccccc3N2C2=C(C(=O)CCC2)C1c1ccccc1F (stereo not given)	-2%	8%	-7%	1%	-5%	-3
11	COc1cc(/C=C(\C#N)c2nc3c(s2)CCCC3)ccc1O	1%	8.9µM*	x	u	u	-1
12	COC(=O)c1ccc(CNC(=O)CSC2=NCCS2)cc1	5%	8%	-2%	8%	-1%	3

entry	FLuc modulator	Giardia killer	Rab9 promoter act	KCNH2 3.1 inh	ELG1 genotox
1	1%[2.3 µM]	7	-1%	10	0%
2	x	-12	x	-4	0%
3	6%	-8	0%	-9	2%
4	-1%	4	7%	6	5%
5	11µM*	10	2.8µM*	-22	u
6	x	40[activator]	x	-6	1%
7	x	19	x	-7	0%
8	5%	-3	-1%	3	-2%
9	9%	16	3%	7	-8%
10	5%	-23	-3%	-14	-4%
11	6µM*	x	u	x	11µM*
12	-6%	-5	0%	11	-3%

Compounds shown so far with an aryl methoxy group (two):
entry	Molecule	Tb PFK block	RORgamma inh	uPA generation	Gal4-VP16 FLuc	NPC1 prom act	FBPA coupling cs
1	CCn1nnnc1-c1ccc(OC)c(S(=O)(=O)Nc2ccc(C(=O)OC)cc2)c1	16%	20%	-2%	17%	2%	2
11	COc1cc(/C=C(\C#N)c2nc3c(s2)CCCC3)ccc1O	1%	8.9µM*	x	u	u	-1

entry	FLuc modulator	Giardia killer	Rab9 promoter act	KCNH2 3.1 inh	ELG1 genotox
1	1%[2.3 µM]	7	-1%	10	0%
11	6µM*	x	u	x	11µM*

Gathered by group, the compounds so far containing a cyano group (two)
entry	Molecule	Tb PFK block	RORgamma inh	uPA generation	Gal4-VP16 FLuc	NPC1 prom act	FBPA coupling cs
10	N#CC1=C2N=C(N)c3ccccc3N2C2=C(C(=O)CCC2)C1c1ccccc1F (stereo not given)	-2%	8%	-7%	1%	-5%	-3
11	COc1cc(/C=C(\C#N)c2nc3c(s2)CCCC3)ccc1O	1%	8.9µM*	x	u	u	-1

entry	FLuc modulator	Giardia killer	Rab9 promoter act	KCNH2 3.1 inh	ELG1 genotox
10	5%	-23	-3%	-14	-4%
11	6µM*	x	u	x	11µM*

Additional results
entry	Molecule	Tb PFK block	RORgamma inh	uPA generation	Gal4-VP16 FLuc	NPC1 prom act	FBPA coupling cs
13	COc1ccc(-n2c(SCC(=O)NCc3ccco3)nc3c([nH]c4ccccc43)c2=O)cc1	-14%	-1%	9%	-16%	5%	-2
14	NC(=O)c1ccc(NC(=O)COC(=O)c2ccc3c(c2)OCCO3)cc1	-3%	18%	-1%	4%	0%	2
15	CSc1ncccc1C(=O)OCC(=O)NC1CCCC1	-7%	x	8%	x	-1%	x
16	COc1cc(/C=N\NC(=O)C2C(=O)NCC2c2ccccc2)cc(OC)c1O (stereo not given)	-22%	-3%	6%	-4%	-1%	-5
17	Nc1nc(NC(=O)c2cccnc2)nn1-c1ccccc1	3%	0%	1%	0%	9%	1
18	Cc1ccccc1N(C(=O)CNC(=O)c1ccco1)C(C(=O)NC1CCCCC1)c1cccnc1 (stereo not given)	10%	-17%	3%	1%	-3%	2
19	CC1=C(C)CC(C(=O)NC(C)CCc2ccccc2)C(C(=O)O)C1 (stereo not given)	0%	-11%	5%	11%	-3%	4
20	CCN(CC)CC(O)COCCC12CC3CC(CC(C3)C1)C2 (stereo not given)	0%	-8%	-7%	-9%	-2%	2
21	COc1ccc(/C=C\C(=O)NCc2ccc3[nH]c(C)cc3c2)cc1OC	-4%	36%	0%	3%	-1%	-5
22	CCOC(=O)C1C(=O)NC(SCC(=O)Nc2nccs2)=C(C#N)C1c1ccccc1OCC (stereo not given)	-4%	-17%	-1%	u	1%	5
23	N=c1n(CCN2CCOCC2)c2ccccc2n1CC(=O)c1cccc([N+](=O)[O-])c1	-1%	18%	0%	2%	0%	-11
24	O=C(CCl)NC(Cc1ccccc1)c1ccccc1 (stereo not given)	-4%	2%	-7%	6%	-6%	3

entry	FLuc modulator	Giardia killer	Rab9 promoter act	KCNH2 3.1 inh	ELG1 genotox
13	-1%&2%	8	-2%	12	16%
14	3%	-7	-3%	-1	0%
15	-7%	-18	0%	8	-1%
16	6%	-5	-2%	x	5%
17	3%	-22	-2%	5	2%
18	0%	-9	-1%	18	6%
19	5%	-14	-2%	14	-1%
20	1%	-9	-3%	-30	-13%
21	u	-14	3%	6	4%
22	-21%	-1	-3%	12	-1%
23	2%	-8	-1%	5	1%
24	-1%	-2	-6%	4	-21%

Next section:
entry	Molecule	Tb PFK block	RORgamma inh	uPA generation	Gal4-VP16 FLuc	NPC1 prom act	FBPA coupling cs
25	CN(CC(=O)Nc1cccc(F)c1)C(=O)c1ccccc1OCCOc1ccccc1	1%	x	4%	x	-1%	x
26	Cc1noc(C)c1S(=O)(=O)N1Cc2ccccc2CC1C(=O)N(C)C (stereo not given)	1%	-12%	-7%	-4%	-2%	x
27	COC(=O)CC1(C(=O)OC)Oc2ccc(Br)cc2C(=O)N1c1cc(Cl)c(Cl)cc1Cl (stereo not given)	0%	u	u	-20%	-4%	-1
28	N#Cc1c(N)n(CCNC(=O)c2ccccc2)c2nc3ccccc3nc12	-4%	u	9%	3%	-8%	-25
29	Cc1nc(Cl)cc(N/N=C/c2ccc(O)cc2O)n1	-5%	u	-9%	u	-1%	-6
30	CCOC(=O)C1(Cc2cccc(OC)c2)CCN(Cc2ccccc2)CC1	2%	-1%	-3%	-1%	0%	-1
31	CC(C)(C)c1ccc(C(=O)NCC(=O)N2CCCCCC2)cc1	1%	u	-4%	13%	-1%	1
32	O=C(Nc1cccc2cccnc12)c1ccc2c(c1)OCCO2	7%	1%	x	-7%	11%	-20
33	Cc1cc(C)c(-c2c(O)c3cnn(-c4ccccc4)c3[nH]c2=O)c(C)c1	-1%	-15%	1%	-6%	2%	5
34	Cc1cccc(C(=O)NC2CCN(C(=S)NCc3ccco3)CC2)c1	-1%	3%	1%	-5%	-3%	0
35	COCCNC(=O)C(c1ccc(C)cc1)N(Cc1ccccc1)C(=O)CCC(=O)Nc1ccccn1 (stereo not given)	0%	10%	11%	-1%	3%	1
36	CCc1nc(SCc2ccc(OC)c(Br)c2)n[nH]1	5%	u	-2%	u	-4%	-3
37	CSc1ncccc1C(=O)NCCc1ccccc1F	2%	15%	-5%	-8%	1%	3
38	CC(=O)Nc1ccc(NC(=O)c2ccc(C3SCC(=O)N3CCc3ccccc3)cc2)cc1 (stereo not given)	8%	u	-10%	-13%	-2%	0

entry	FLuc modulator	Giardia killer	Rab9 promoter act	KCNH2 3.1 inh	ELG1 genotox
25	2%	22	11%	-1	0%
26	3%	-11	-2%	26	0%
27	-2%	-4	-5%	-7	-4%
28	-1%	-10	-3%	13	-1%
29	13µM*	1	4%	-9	13%
30	2%	-13	-1%	10	-12%
31	u	-2	-3%	-5	12%
32	12µM*	27	u	3	u
33	0%	2	-3%	-2	0%
34	-1%	-2	-1%	-14	1%
35	-1%	-10	-7%	-17	1%
36	-3%	10	-6%	14	8%
37	0%	-26	4%	16	3%
38	-1%	-11	-4%	x	-4%

Screens: PubChem BioAssay, National Center for Advancing Translational Sciences (NCATS)
